# High-throughput results: PubChem BioAssay, several laboratories
# N-glyco inh: increase of ERlucT glycosylation luciferase signal, primary screen, N-linked glycosylation inhibitor project, D54 ERlucT cells, luminescence, set 2; 0.23% of 360,000 active; reporter increase, % at 12.5 µM; D54 ERlucT glycosylation luciferase reporter, 24 h; percent of 100 nM tunicamycin response;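 active means mean luciferase reporter signal, scaled so untreated is 0 and the glycosylation-blocking control 100, at or above a set limit in every replicate; inconclusive means mean reaches the limit but not every replicate does; inactive means mean below the limit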;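 further: luciferase carries N-glycosylation sites so blocking glycosylation raises the light; 0% = median of neutral control wells and 100% = median of 100 nM tunicamycin wells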
# ABCB6 inh 2: ABCB6 transporter inhibitors, primary screen, K562-ABCB6 cells, flow cytometry, MLPCN library | K562-ABCB6 porphyrin accumulation, 1 h; active compounds read low | fluorescence ratio to DMSO, % at 10 µM | ATP-binding cassette sub-family B member 6 (Homo sapiens), Q9NP58 | 0.19% of 360,000 active;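 active means fluorescence ratio to DMSO below 75%, the collection mean minus 3 SD; inconclusive means too few cells collected in the well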;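 further: signal is porphyrin accumulated inside mitochondria; 100% equals median channel fluorescence of DMSO control wells; lower ratio means ABCB6 inhibition with less porphyrin fluorescence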
# Target sequence (Q9NP58 whole entry, looked up): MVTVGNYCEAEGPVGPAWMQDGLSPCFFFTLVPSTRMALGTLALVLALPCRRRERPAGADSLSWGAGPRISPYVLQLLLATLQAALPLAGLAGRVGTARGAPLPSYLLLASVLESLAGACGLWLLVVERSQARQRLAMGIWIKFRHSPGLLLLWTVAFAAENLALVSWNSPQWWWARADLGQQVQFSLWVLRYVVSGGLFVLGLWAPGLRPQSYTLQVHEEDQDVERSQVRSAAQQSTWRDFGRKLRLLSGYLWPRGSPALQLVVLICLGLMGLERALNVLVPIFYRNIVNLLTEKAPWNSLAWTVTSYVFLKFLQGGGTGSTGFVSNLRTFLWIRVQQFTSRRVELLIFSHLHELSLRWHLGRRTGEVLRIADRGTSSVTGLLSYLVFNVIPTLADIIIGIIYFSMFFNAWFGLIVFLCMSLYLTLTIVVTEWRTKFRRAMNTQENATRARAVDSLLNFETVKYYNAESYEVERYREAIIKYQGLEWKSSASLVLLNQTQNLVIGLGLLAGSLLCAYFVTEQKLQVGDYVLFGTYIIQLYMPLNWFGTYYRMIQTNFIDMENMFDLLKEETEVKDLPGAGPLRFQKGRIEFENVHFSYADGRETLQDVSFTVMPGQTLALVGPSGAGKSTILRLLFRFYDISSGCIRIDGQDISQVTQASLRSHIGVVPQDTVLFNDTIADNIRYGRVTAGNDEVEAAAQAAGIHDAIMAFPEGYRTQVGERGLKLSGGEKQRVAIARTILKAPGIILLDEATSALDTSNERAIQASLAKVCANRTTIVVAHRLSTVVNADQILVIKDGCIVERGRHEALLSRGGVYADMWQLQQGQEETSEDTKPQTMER
# Vif inh: HIV Vif self-association inhibitors, primary screen, imaging, HEK293T, single point. inhibition, % at 7.49 µM. HEK293T cells, Vif self-association by quenched fluorescence, 24 h. 0.35% of 340,000 active; in the data active means inhibition above about 50%, passing the limit was not always enough; inconclusive means no clear call, values can overlap the other calls; inactive means below about 31%; further: some results filed as inactive read as strong as hits
# MC4R antagonist: MC4R antagonists of cAMP signaling, primary screen, cell-based, TR-FRET, antagonist arm of biased-ligand search; Melanocortin receptor 4 (Homo sapiens), P32245; MC4R-expressing cells, MTII-stimulated cAMP, LANCE TR-FRET; inhibition, % at 6.5 µM; 0.48% of 360,000 active; AID 540295, 2011;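 active means inhibition above its plate's cutoff, the mean of tested wells on that plate plus 3 SD, cut at about 29% in these data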;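 further: 0% = Melanotan II alone and 100% = Melanotan II plus saturating MCL0020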
#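 system = U2OS cells with stable human MC4R expression | also added = Melanotan II challenge after compound preincubation | dosing = one concentration, 6.5 µM nominal | incubation = compound 30 min, challenge 1 h, detection 1 h | measured by = TR-FRET with Eu-cAMP and labeled anti-cAMP, 671 nm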
# aDG glyco up: activators of alpha-DG glycosylation, primary screen, uHTS, Pro5-aDG cells, AlphaScreen. alpha-DG glycosylation AlphaScreen (IIH6); 0% Pro5, 100% B10-LARGE cell signal. activation, % at 10 µM. 0.22% of 360,000 active;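 active means activation of at least 8% versus controls, or a plate z-score of at least 8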;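 further: Pro5 are CHO cells carrying HIG-tagged alpha-DG that lacks glycosylation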
# NOD2-RIPK2 inh: NOD2-RIPK2 binding disruptors in cells, primary screen, fluorescence, CHO cells, BLA complementation; Receptor-interacting serine/threonine-protein kinase 2 (Homo sapiens), O43353; CCF4 ratio; inhibition, % at 4.98 µM; 0.38% of 360,000 active; AID 624267, 2012; in the data active means inhibition above about 21%;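 further: 0% = vehicle only and 100% = reference blocker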
# TLR9-MyD88 block: inhibitors of TLR9-MyD88 association in cells, primary screen, cell-based, CHO, BLA complementation, fluorescence. Toll-like receptor 9 (Homo sapiens) + Myeloid differentiation primary response protein …. 0.21% of 340,000 active. inhibition, % at 4.98 µM. CCF4 FRET ratio;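 active means inhibition above the mean over all tested compounds plus 3 SD, cut at about 21% in these data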;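 further: 0% = DMSO only wells and 100% = clavulanate BLA inhibitor control wells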
# Exocytosis inh: LAMP-1 surface exposure blockers, TALL-104 cells – cell-based, flow cytometry, MLPCN library, primary screen; inhibition, % at 10 µM; 0.66% of 360,000 active; TALL-104 LAMP-1 surface exposure; cells stimulated with thapsigargin and PMA; AID 651702, 2012;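 active means inhibition above about 55%, limit read from the data; inconclusive means no clear call, values can overlap the other calls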
# MC4R barr agon: MC4R agonists recruiting beta-arrestin, primary screen, cell-based, luminescence, agonist arm of biased-ligand search | Melanocortin receptor 4 (Homo sapiens), P32245 | U2OS MC4R beta-arrestin complementation; percent of melanotan II response, DMSO zero | activation, % at 8.9 µM | 0.98% of 360,000 active | AID 540308, 2011;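 active means activation above a per-plate cutoff, the mean activation of sample wells on that plate plus 3 SD, cut at about 8% in these data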
# ABHD5-PLIN5 inh: ABHD5-PLIN5 interaction inhibitors, primary screen, cell lysate, split luciferase complementation, luminescence; Perilipin-5 (Homo sapiens) + 1-acylglycerol-3-phosphate O-acyltransferase ABHD5 (Homo …; Split G. princeps luciferase complementation, 4 h; inhibition, % at 4 µM; 0.78% of 360,000 active;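 active means inhibition above the mean inhibition across every tested compound plus 3 SD, cut at about 22% in these data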;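 further: 0% = DMSO only wells and the 100% control is not disclosed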
# * = called active by the depositor; ? = inconclusive; . = not tested or not shown. This is a subset; the hit share may differ from the screen's.
SMILES,N-glyco inh,ABCB6 inh 2,Vif inh,MC4R antagonist,aDG glyco up,NOD2-RIPK2 inh,TLR9-MyD88 block,Exocytosis inh,MC4R barr agon,ABHD5-PLIN5 inh
CCCN1CCC(NC(=O)Cc2ccccc2OC)CC1,-2.4,108.0,0.1,5.3,0.0,-0.4,-0.6,-8.7,-1.2,4.0
O=C(CSc1nc(N2CCCCC2)nc(N2CCCCC2)n1)c1ccccc1,-1.2,96.0,16.5,11.0,0.0,-3.5,-3.9,-1.7,-1.8,0.5
CCn1c(C)cc(/C=C2\NC(=O)N(CC(=O)Nc3ccc(F)cc3)C2=O)c1C,-2.1,99.0,2.7,16.7,-0.1,4.2,2.5,-2.7,1.6,1.8
CN(CC(=O)Nc1ccccc1C(F)(F)F)C(=O)c1cc2c(s1)CCCCC2,3.9,100.0,-1.4,-5.8,0.7,-17.6,2.7,3.2,0.3,-11.0
Cc1ccccc1Cn1c2ccccc2c2cnn(CC(=O)N3CCN(c4ccccc4)CC3)c(=O)c21,2.7,98.0,1.0,6.9,-0.3,3.4,0.1,-2.9,0.4,1.4
CCCSc1ccc2nc(NC(=O)OC)[nH]c2c1,10.0,94.0,159.7*,-24.4,-0.1,1.4,6.5,9.0,-1.1,5.3
COCCCNC(=O)[C@H](Cc1ccccc1)NC(=O)CC[C@H]1O[C@@H](n2ccc(=O)[nH]c2=O)[C@H](O)[C@@H]1O,-2.9,102.0,-9.6,.,-0.2,-3.5,.,0.0,.,-9.2
CCCCCCCCNC(=O)c1cccnc1SCC(=O)Nc1ccc(OC)cc1OC,1.5,100.0,13.5,4.7,0.1,12.7,-4.8,-0.7,11.1*,2.3
CCOCCCNC(=O)c1ccc2c(c1)N(CC)C(=O)c1ccccc1S2=O (configuration not stated),1.0,153.0,.,5.6,-0.1,-1.9,-3.1,-2.8,-1.4,1.5
Cn1cc(SCC(=O)N2CCOCC2)c2ccccc21,1.2,95.0,10.9,-0.4,-0.1,-6.3,2.3,-6.1,-1.2,-8.9
CC(C)(C)n1ncc2c(=O)n(Cc3ccc(Cl)c(Cl)c3)cnc21,-0.3,119.0,-1.5,6.5,0.0,2.2,1.1,1.8,-1.9,-0.7
Cc1ccc2c(c1)C(SCC(=O)NCCc1ccccc1)CC1(CCCC1)O2 (configuration not stated),-10.4,94.0,-2.0,7.0,0.2,2.8,-4.5,1.3,0.9,5.7
CCCCN(C)C(=O)c1ccc(Nc2nc(C(N)COCc3ccccc3)cs2)nc1 (configuration not stated),-1.4,81.0,.,0.8,0.6,-2.2,.,9.4,1.6,-1.1
CCc1cc(=O)oc2c(C)c(OC(C)C(=O)N3CC[C@@]4(O)CCCC[C@H]4C3)ccc12 (some centres not stated),1.0,100.0,-4.2,7.3,-0.3,-0.9,9.8,-4.0,-1.0,1.8
Nc1cc(C(=O)OCC(=O)NNC(=O)c2ccccc2)ccc1Cl,1.9,94.0,-0.9,7.0,-0.1,-4.1,-1.7,12.4,-2.8,3.7
COc1cc(/C=C/C(=O)OCC(=O)N(C)C2CCS(=O)(=O)C2)ccc1OC(F)F (configuration not stated),0.2,95.0,0.0,3.2,0.4,-2.8,1.4,1.9,-2.4,-4.5
NNC(=O)c1cc2cc(Oc3ccccc3)ccc2[nH]1,-0.5,97.0,-6.3,7.2,-0.1,0.7,14.3,2.4,0.2,0.8
CN(C)c1ncnc2c1ncn2CCn1cnc2c(N(C)C)ncnc21,-1.1,100.0,6.8,1.0,0.0,-5.8,-8.3,53.8,0.3,-13.2
CN(C)c1cc(N/N=C\c2ccccc2)nc(N(C)C)n1,-0.2,95.0,-3.8,13.4,-0.6,-3.2,-9.5,-1.9,8.5*,-21.8
O=C(CN1CCCN(Cc2ccc(F)cc2)S1(=O)=O)NC1CCCC1,1.0,101.0,-1.7,6.7,0.1,-3.7,-9.6,3.3,-2.3,9.3
CCOC(=O)[C@H]1[C@H]2COc3cc(OC)ccc3[C@@H]2N2C(=O)c3cc(F)c(F)cc3NC(=O)[C@@]12C,-1.6,96.0,-4.4,8.2,-0.1,-5.4,-9.3,-3.4,-0.2,6.4
CCOc1ccccc1N1CC(C(=O)N(CC)CC(=O)Nc2ccc3c(c2)OCCO3)CC1=O (configuration not stated),-2.3,102.0,-4.3,3.0,0.0,-15.6,2.2,-1.4,3.1,-9.7
Cn1nnnc1SCC(=O)Nc1nc2c(F)c(F)c(F)cc2s1,0.3,96.0,-7.5,2.7,-0.4,-8.8,0.0,-2.0,-2.4,8.4
COC(=O)c1cc2oc3ccccc3c2n1Cc1ccccn1,-2.7,105.0,?,7.6,-0.1,3.9,-6.3,12.4,3.0,1.0
COc1ccc(OC)c(NC(=O)C2CCCCC2)c1,-0.7,96.0,-2.8,4.6,0.0,1.1,-3.2,-9.3,0.0,-2.6
O=C(Cn1cnc2ccccc21)N1CCN(S(=O)(=O)c2ccccc2)CC1,2.0,94.0,-13.6,6.2,0.5,2.1,7.3,1.6,-1.0,-3.6
CCOC(=O)c1c(NC(=O)c2cccs2)sc(C(=O)N(C)C)c1C,-1.7,104.0,.,-5.5,0.6,7.9,-9.9,-1.7,-1.2,-0.3
CC(=O)Nc1ccc(NC(=O)CCCN2C(=O)c3ccccc3C2=O)cc1,2.4,106.0,1.0,-4.6,0.3,6.6,2.6,1.1,4.7,7.6
S=c1[nH]nc(CCc2ccccc2)n1-c1ccc(Cl)cc1,2.6,97.0,-5.7,0.5,0.0,7.3,-1.6,1.7,-5.6,-0.7
CCCc1nc2cc3c(cc2[nH]1)n(C)c(=O)n3C,7.4,93.0,-2.1,2.5,0.0,-11.0,-5.6,-3.8,-0.1,2.1
O=C(CCCCCN1C(=O)c2ccccc2C1=O)Nc1ccc2c(c1)OCCO2,-1.9,91.0,8.8,0.8,0.0,-8.8,1.7,-4.0,0.2,-12.5
CCOC(=O)CC1C(=O)NC2CCCCC2N1C(=O)Nc1ccc(Cl)cc1 (configuration not stated),0.8,87.0,-6.2,13.3,-0.2,-5.3,0.3,3.4,-1.2,0.5
CCOC(=O)C(c1ccccc1)N1CCN(c2ccc(OC)cc2)CC1 (configuration not stated),1.0,93.0,-11.2,8.7,-0.2,-4.1,8.9,-1.5,0.9,-0.3
NC(=O)c1ccc(NC(=O)COC(=O)/C=C/c2cccs2)cc1,-0.1,102.0,-9.5,22.1,-0.2,-10.6,1.2,-1.1,0.0,-1.4
Cc1cc(OCC(=O)NNC(=O)c2ccncc2)cc(C)c1Cl,0.7,97.0,7.4,0.8,0.0,0.6,-10.3,-2.5,-0.9,-3.4
O=C(OCC#CCSc1nnc(-c2cccc3ccccc23)o1)c1ccc2ccccc2c1,0.5,96.0,-1.1,6.5,-0.2,-7.0,1.9,-4.1,-1.9,-8.8
O=C(COC(=O)CCSc1ccccc1)NCc1ccccc1,0.8,100.0,-15.5,6.5,-0.4,-5.0,0.7,-1.3,-2.4,-4.7
O=C1OC(c2ccccc2)=N/C1=C\C=C\c1ccccc1[N+](=O)[O-],1.7,87.0,-22.2,-4.9,0.2,-14.2,-1.2,-0.7,-1.8,0.8
O=C(Oc1ccccc1OC(=O)N1CCOCC1)N1CCOCC1,1.0,93.0,2.5,-0.4,-0.1,5.2,2.4,5.3,-1.5,-1.6
Cc1nn2cc(-c3ccccc3)nc2s1,-17.0,105.0,-3.1,-7.1,0.2,7.0,5.0,-0.9,0.3,-12.8

# Results in NOD2-RIPK2 inh, for 2 of the compounds above:
compound | NOD2-RIPK2 inh
CCOC(=O)C(c1ccccc1)N1CCN(c2ccc(OC)cc2)CC1 (configuration not stated) | -4.1
NC(=O)c1ccc(NC(=O)COC(=O)/C=C/c2cccs2)cc1 | -10.6

# Continued.
SMILES,N-glyco inh,ABCB6 inh 2,Vif inh,MC4R antagonist,aDG glyco up,NOD2-RIPK2 inh,TLR9-MyD88 block,Exocytosis inh,MC4R barr agon,ABHD5-PLIN5 inh
CSCCC(C(=O)NC1CCCC1)n1c(-c2ccncc2)nc2ccccc21 (configuration not stated),.,.,.,.,0.0,-4.8,.,-4.4,.,4.5
C[C@H](NC(=O)[C@@H]1CCCN1C(=O)[C@@H]1CCCN1C(=O)c1cccc2ccccc12)c1ccccc1,.,92.0,.,.,0.2,9.7,.,0.2,.,-2.3
COC(=O)c1sc(S(=O)(=O)Nc2c(C)nn(C)c2C)c(C(=O)OC)c1C,1.1,100.0,4.2,10.9,0.0,-8.2,-7.0,-2.3,-3.4,-6.0
Cc1nc2c(nc1C)C(=O)c1ccccc1C2=O,-16.3,100.0,-11.3,-18.1,14.3*,10.6,-7.1,-6.2,-1.5,-14.2
Fc1ccc(N/N=C2/CC(c3ccccc3)Oc3ccccc32)c(F)c1 (configuration not stated),-0.8,105.0,4.5,2.9,-0.1,0.1,6.4,-1.9,-0.1,-5.6
N/C(=N\OC(=O)c1cc(Cl)ccc1Cl)c1ccccn1,-19.9,103.0,-0.9,0.9,-0.1,0.2,3.7,-1.3,-0.5,-3.5
CCc1nn(-c2ccccc2)c(N)c1C#N,-0.2,101.0,5.9,3.2,0.1,-9.0,1.1,-2.7,0.1,0.3
CC(/C=N/NC(=O)c1ccccc1F)c1ccccc1 (configuration not stated),1.5,100.0,10.6,13.1,0.0,4.8,8.3,-4.2,0.6,-7.0
COc1ccccc1C(=O)N1CCN=C1c1ccccc1,-1.6,102.0,3.0,8.4,-0.1,-18.2,-5.1,0.4,-0.1,2.3
COCc1c(C(=O)N/N=C/c2c[nH]c3ccccc23)nnn1-c1nonc1N,0.4,98.0,-8.8,5.3,0.2,-16.5,-3.7,-5.1,2.3,-3.7
Cc1cc(C(C)(C)C)c(O)c(C(C)(C)C)c1,-0.7,98.0,-1.0,9.2,0.1,3.6,0.9,-0.1,-0.9,5.3
Cc1ccc(S(=O)(=O)N2CCN(C(=O)CN3CCCCC3)C2)cc1,.,90.0,.,4.6,-0.2,-2.9,1.7,2.6,1.3,12.6
CCC(C)(C)n1nnnc1C(c1cccc(C#N)c1)N1CCN(c2cccc(C)c2C)CC1 (configuration not stated),-8.1,97.0,-0.3,13.9,0.5,-4.8,3.4,6.4,5.2,-1.0
Cc1cc(S(=O)(=O)N2CCCC(C)C2)ccc1-n1cnnn1 (configuration not stated),0.8,90.0,2.4,1.5,-0.3,-8.8,-1.4,-7.8,-0.3,0.9
